DT40 TDP1 no CPT = qHTS for Inhibitors of human tyrosyl-DNA phosphodiesterase 1 (TDP1): qHTS in cells in absence of CPT; DT40 Tdp1-/- hTDP1 cells, no CPT, ATP luminescence, 48 h; Potency, µM (top dose mostly 46.2 µM), for inactives: top-dose activity change, negative = growth inhibition, usual class: inhibitors; 420,000 compounds, 15% hits; AID 686978, 2013; note: nearly all actives have a fitted effect of over 55% in size
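Stably hTDP1-transfected Tdp1-null chicken DT40 cells were treated with library compounds minus camptothecin and grown for at least 48 hr at 37 °C, after which cellular ATP was quantified by luminescence.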
TDP1 inh = TDP1 (human) enzyme inhibition | Q9NUW8 | recombinant TDP1, AlphaScreen DNA substrate cleavage | Potency, µM (highest dose often 130 µM), for inactives: top-dose activity change, negative = inhibition, most hits filed as inhibitors | 350,000 compounds, 0.28% hits; note: nearly all actives have a fitted effect of over 40% in size
Target sequence (Q9NUW8 whole entry, looked up): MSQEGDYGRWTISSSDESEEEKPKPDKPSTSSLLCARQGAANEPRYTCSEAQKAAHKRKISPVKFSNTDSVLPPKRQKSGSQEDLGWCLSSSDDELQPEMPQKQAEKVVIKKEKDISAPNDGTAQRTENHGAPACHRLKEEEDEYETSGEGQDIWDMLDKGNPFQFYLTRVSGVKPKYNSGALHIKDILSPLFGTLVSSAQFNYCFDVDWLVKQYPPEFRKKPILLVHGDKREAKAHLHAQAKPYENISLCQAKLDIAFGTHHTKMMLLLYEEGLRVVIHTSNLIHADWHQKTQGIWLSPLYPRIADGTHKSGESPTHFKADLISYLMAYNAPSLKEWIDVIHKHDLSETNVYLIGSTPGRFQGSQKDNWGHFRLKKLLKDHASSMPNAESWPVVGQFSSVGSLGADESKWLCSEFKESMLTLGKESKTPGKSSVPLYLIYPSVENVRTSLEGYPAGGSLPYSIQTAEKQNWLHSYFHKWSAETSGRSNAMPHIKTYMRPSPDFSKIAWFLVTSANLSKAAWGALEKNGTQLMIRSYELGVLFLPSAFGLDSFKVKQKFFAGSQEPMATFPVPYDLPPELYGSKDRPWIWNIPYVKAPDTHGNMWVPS
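AlphaScreen read-out: signal falls as enzyme removes the 3' tyrosine-FITC from a 5'-biotinylated DNA oligo (15 nM, 5 min, RT). Enzyme was E. coli-made recombinant Tdp1 at 1 nM, exposed to compound for 15 min beforehand; beads 10 ug/ml, 10 min.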
DT40 TDP1 CPT = DT40-hTDP1 cell growth loss with CPT. chicken DT40 Tdp1-/-;hTDP1 cells + 20 nM CPT, ATP luminescence, 48 h. Potency, µM (highest dose often 46.2 µM), inactives show top-dose activity change, negative = growth inhibition, hits mostly inhibitors. 420,000 compounds, 12% hits; note: nearly all actives have a fitted effect of over 55% in size
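Cell growth measured by CellTiter-Glo luminescence after a minimum 48 h, 37 C compound exposure with 20 nM CPT in Tdp1-knockout DT40 cells stably expressing hTDP1, seeded 400/well; qHTS titration format.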
An asterisk follows results filed as active; ? = inconclusive; . = no result given; & = joins results of further samples; [ ] = dose if it differs, or a comment. Calls come from the whole dose curve; as a rule, active = well fitted curve in the direction sought with a large enough effect; inconclusive = small, poorly fitted or top-dose-only effect, or another doubt; inactive = no such curve, though single readings can be large; an effect the other way counts as inactive or inconclusive. % is set by controls: 0 for no effect and ±100 for the full control effect; potency is the fitted concentration of half-maximal effect. No enrichment for hits, and some 18% of all compounds hit somewhere here.

SMILES	DT40 TDP1 no CPT	TDP1 inh	DT40 TDP1 CPT
Cc1c(CCO)sc[n+]1CC(=O)c1ccc(F)cc1	-5.5%	.	-13.3%
Cc1nn(C)cc1C(C(=O)NC1CCCCC1)N(C(=O)Cc1cccs1)c1ccc(Cl)cc1 (stereo not given)	6.51µM*	3.4%	2.91µM*
CC(C)CNC(=S)N1CCC(C(=O)c2ccc3c(c2)OCCO3)CC1	23.1µM*	-2.4%	?
CCc1ccc(-n2cnc3cc(C(=O)NCC(OC)OC)ccc32)cc1	14.1%	.	-20.5%
COC(=O)/C(C#N)=C/c1c(N2CCN(C)CC2)nc2ccccn2c1=O	3.5%	.	2.8%
Cc1ccc(CNC(=O)CCC(=O)N2CCSc3ccccc32)cc1	23.1µM*	0.0%	?
COc1ccc2c(=O)c(CC(=O)O)coc2c1	-24.2%	-8.5%[56.1 µM]	4.3%
CN1C(=S)SC(C)(C)C1(C)NO (stereo not given)	?	-9.6%	?
CSCCC(NC(=O)COc1ccccc1)C(=O)N1CCCCC1 (stereo not given)	-19.3%	3.0%	-22.2%
Cc1cc(=O)[nH]c(N/N=C/c2cccc(Br)c2)n1	?	.	-4.3%
CC1(C(=O)NS(=O)(=O)c2cccc(OC(F)F)c2)CCN1C(=O)CCc1cccs1 (stereo not given)	0.1%	.	-2.4%
COc1ccc2c(CNCc3cccs3)c(C(=O)O)n(Cc3ccc(C)cc3)c2c1	-15.3%	5.1%	-4.7%
COc1cccc(Cn2c(=O)cnc3cnc(Nc4ccccc4)nc32)c1	?	.	?
COc1ccc(NC(=O)CN(C)CC(=O)Nc2ccc(Cl)cc2[N+](=O)[O-])cc1	?	2.6%	?
Cc1csc(/N=C/c2ccc([N+](=O)[O-])cc2)n1	1.4%	5.6%	4.7%
COc1cccc(NC(=O)CCC2CCN(Cc3nccs3)CC2)c1	-3.4%	3.9%	-16.9%
NNC(=O)c1oc2nc(-c3ccccc3)cc(-c3ccccc3)c2c1N	?	.	-21.8%
Cc1ccc(-n2ncc3c(NCCCn4ccnc4)ncnc32)cc1C	?	10.4%	?
CCn1c(SCC(=O)N/N=C/C=C/c2ccccc2[N+](=O)[O-])nnc1-c1ccccc1	?	0.6%	-26.3%
CN(C)S(=O)(=O)c1ccc(N2CCCC2)c(C(=O)Nc2ccccc2)c1	-15.0%	2.7%[0.505 µM]	-27.1%
C=Cc1ccc(Cn2c(=O)n(-c3ccccc3C)c(=O)c3c4c(sc32)CN(C(C)=O)CC4)cc1	?	4.9%	?
Nn1c(Cc2ccc(F)cc2)n[nH]c1=S	0.1%	0.0%	2.6%
COc1ccc(NC(=O)[C@@H]2CC=C[C@@H]3CCN(C4CC4)C(=O)[C@@H]32)cc1	0.0%	.	-5.8%
CC1CCc2nc(-c3cc4c(ccc5ccccc54)oc3=O)sc2C1 (stereo not given)	-15.8%	0.7%	8.7%
NS(=O)(=O)c1ccc(CCNC(=O)Cn2c(=O)c3cccn3c3ccc(F)cc32)cc1	-14.7%	0.0%	9.4%
O=C(COc1ccccc1-c1ccccc1)c1ccccc1	-6.5%	.	-9.9%
N#CCSc1nnc(Cc2ccc3c(c2)OCO3)o1	1.7%	4.1%	-1.4%
CC(CCC(=O)O)(c1ccc(O)cc1)c1ccc(O)cc1	?	3.6%&12.7%	-0.7%
Cc1ccc(S(=O)(=O)N(C)C)cc1NC(=O)COC(=O)CC1CCCC1	-6.6%	0.1%	0.8%
Cc1ccc(N2CC(C(=O)Nc3nnc(SCCN4CCOCC4)s3)CC2=O)cc1C (stereo not given)	-8.5%	1.6%	-19.3%

Fetched one by one from the entries so far (two):
SMILES	DT40 TDP1 no CPT	TDP1 inh	DT40 TDP1 CPT
COc1cccc(Cn2c(=O)cnc3cnc(Nc4ccccc4)nc32)c1	?	.	?
CC(CCC(=O)O)(c1ccc(O)cc1)c1ccc(O)cc1	?	3.6%&12.7%	-0.7%

Further compounds.
SMILES	DT40 TDP1 no CPT	TDP1 inh	DT40 TDP1 CPT
OCc1ccccc1OCCCOc1cccc2cccnc12	-10.1%	5.7%	-1.2%
COc1ccc(-c2oc3ncn4nc(COc5ccccc5)nc4c3c2-c2ccc(OC)cc2)cc1	?	4.3%	-18.2%
O=C(O)CN1CCNCCN(CC(=O)O)CCNCC1	?	.	?
CCCn1cnc2cc(NCc3cccs3)ccc21	-3.2%	.	?
CCCCC(C(=O)NC1CCCC1)N(C(=O)c1snc(C(N)=O)c1N)c1ccc(C)cc1 (stereo not given)	?	0.0%	18.4µM*
COc1cccc(Nc2ncnc3onc(-c4ccccc4OC)c23)c1	-28.2%	.	?
Cc1nc(SCC(=O)NCCc2ccccc2)nc(C)c1C	?	3.8%	-5.8%
CCOC(=O)/C(C#N)=C1\C=CN(C)C(C)=N1	-3.0%	0.0%	-1.9%
CC(C)Nc1nc(-c2ccccn2)nc(-c2ccccc2)c1C#N	?	2.4%	?
CC(C)CC(=O)Nc1cc(-c2ccccc2F)nn1-c1ccccc1	11.6µM*	-2.7%	25.9µM*
CC(=O)c1cccc(N(CC(=O)Nc2ccc(S(=O)(=O)N3CCCC3)cc2)S(C)(=O)=O)c1	?	4.1%	0.4%
CCN(CC)S(=O)(=O)c1ccc(O)c(NC(=O)CN2CCc3ccccc3C2)c1	?	0.0%	1.3%
CC(C)CCNS(=O)(=O)c1ccc(N2CCCCS2(=O)=O)cc1	9.2µM*	1.2%	11.6µM*
Cc1ccc(S(=O)(=O)N2CCCCC2)cc1NC(=O)COC(=O)c1ccccc1F	-16.7%	-1.2%	-22.6%
N#CCCn1cc(C(=O)Nc2ccccc2Br)c(-c2cccs2)n1	?	2.6%	?

Four entries from above, as labelled records:
CC(C)CNC(=S)N1CCC(C(=O)c2ccc3c(c2)OCCO3)CC1
  DT40 TDP1 no CPT: 23.1µM*
  TDP1 inh: -2.4%
  DT40 TDP1 CPT: ?

CCc1ccc(-n2cnc3cc(C(=O)NCC(OC)OC)ccc32)cc1
  DT40 TDP1 no CPT: 14.1%
  TDP1 inh: .
  DT40 TDP1 CPT: -20.5%

COC(=O)/C(C#N)=C/c1c(N2CCN(C)CC2)nc2ccccn2c1=O
  DT40 TDP1 no CPT: 3.5%
  TDP1 inh: .
  DT40 TDP1 CPT: 2.8%

Cc1ccc(CNC(=O)CCC(=O)N2CCSc3ccccc32)cc1
  DT40 TDP1 no CPT: 23.1µM*
  TDP1 inh: 0.0%
  DT40 TDP1 CPT: ?

The listing continues.
SMILES	DT40 TDP1 no CPT	TDP1 inh	DT40 TDP1 CPT
CCOc1ccc(S(=O)(=O)N(CC(=O)N2CCC(C(N)=O)CC2)c2ccc(F)cc2)cc1	1.9%	-1.2%	-10.6%
CN(C)S(=O)(=O)N1CCC(n2nccc2NC(=O)CCCc2ccccc2)CC1	-8.5%	2.2%	-26.7%
CC1CCN(C(=O)c2cc(-c3ccc4c(c3)OCO4)on2)CC1	-25.0%	2.0%	2.6%
CC(=O)c1cccc(NC(=O)c2cccc(S(=O)(=O)N(C)C)c2)c1	?	4.4%	-2.1%
O=C(C[C@H]1C/C=C\CC[C@H](Cc2ccc(F)cc2)C(=O)O[C@@H](c2ccccc2)CNC1=O)N[C@@H](CO)Cc1ccccc1	?	0.1%	?
O=C(Nc1cccc(Cl)c1N1CCOCC1)c1cc([N+](=O)[O-])ccc1N1CCOCC1	-26.9%	6.6%	-25.8%
O=C(Nc1ccccc1-c1nnc(SCc2ccc(Cl)cc2)o1)c1ccccc1	?	2.8%	?
CC(=O)NCC(=O)OCC(=O)Nc1nc(-c2ccccc2)cs1	-18.2%	3.6%	-12.2%
Cc1ccc(NC(=O)C(c2ccccc2)c2ccccc2)c(O)c1	7.5%	-3.8%	1.2%
Cc1nc(-c2ccncc2)sc1C(=O)Nc1ccc(Cl)cc1	-38.8%	-3.7%	11.9%
CC1CC(C)CN(C(=O)CCCn2c(=S)[nH]c3ccccc3c2=O)C1 (stereo not given)	-21.7%	5.1%	-23.8%
CC[C@]12c3[nH]c4cc(CCC(=O)N(C)C)ccc4c3CCN1C(=O)[C@@H](CC(=O)NCCC1=CCCCC1)C[C@@H]2C(=O)N1CCN(C(=O)c2ccco2)CC1	-22.1%	0.4%[56.1 µM]	3.6%
CC(C)=CCC/C(C)=C/C=N/NC(=O)c1cccc([N+](=O)[O-])c1	-1.8%	8.1%	4.0%
CCC(C(=O)NCC1CCCO1)N(C(=O)c1snc(C(N)=O)c1N)c1ccc(Cl)cc1 (stereo not given)	-22.0%	.	0.8%
CCC(=O)N1CCCc2cc(S(=O)(=O)N3CCC(C(=O)NC4CCC(C)CC4)CC3)ccc21 (stereo not given)	?	7.7%	?
Nc1ccn(CC(=O)NCCCc2ccccc2)c(=O)n1	-7.5%	0.4%	-4.9%
Cc1nn(CC(=O)Nc2ccc(Br)cc2F)c(=O)c2cccn12	26.9%	2.6%	-19.6%
CCOc1ccc(Br)cc1S(=O)(=O)Nc1ccc(C(=O)OCC(=O)N(C)c2ccccc2)cc1	3.3%	-2.7%	8.8%
Cc1cccc(C(=O)N2CC3(C)CC2CC(C)(C)C3)c1 (stereo not given)	23.1µM*	2.4%	20.6µM*
COc1ccc(-c2nc(CS(=O)CC(=O)NCc3ccccc3OC)c(C)o2)cc1 (stereo not given)	-22.4%	5.8%	-10.9%
CC(C)C[C@H]1CN([C@@H](Cc2ccc(O)cc2)CN2CCC[C@H]2CN2C(=O)C(=O)NC[C@@H]2Cc2ccccc2)C(=O)C(=O)N1CCc1ccccc1	-0.3%	.	10.3%
CCn1nccc1NC(=O)c1csc([C@H]2C[C@H](O)[C@@H](CO)O2)n1	10.7%	.	10.6%
N#Cc1ccsc1NC(=O)CN1CCN(Cc2ccccc2)CC1	-19.6%	5.0%	-3.3%
Cc1ccc(NC(=O)N2CCC(O)(c3cccnc3)CC2)cc1	4.3%	7.8%	3.1%
CC1C(=O)N2CCCc3cc(NS(=O)(=O)c4ccccc4)cc1c32 (stereo not given)	-2.6%	2.2%	-7.3%
O=C(NCc1ccccc1)[C@@H]1CSC2c3ccccc3C(=O)N21 (stereo not given in full)	1.5%	1.5%	-16.3%
O=C(NCc1ccccc1Cl)[C@H]1CCCN1C(=O)[C@H]1CCCN1C(=O)c1ccc(Cl)cc1	?	.	?
CSc1ccc(C2(O)Cc3cccc[n+]3C2c2ccccc2)cc1 (stereo not given)	-8.7%	.	2.3%
Cc1cc(NC(=O)CN2C(=O)N(C)C3(CCCCC3)C2=O)ccc1Br	7.0%	0.1%	-29.9%
Cc1cc(C(=O)NNC(=O)C(CCC(N)=O)NS(=O)(=O)c2ccc(Cl)cc2)c(C)o1 (stereo not given)	1.5%	0.9%	3.4%
CCN(CC)c1ccc(NC(=O)/C=C\c2ccccc2Cl)cc1	?	0.0%	?
COc1ccc(CC(=O)N(C)Cc2ccc(Cl)cc2)cc1S(=O)(=O)N1CCOCC1	?	.	?
COc1ccc(C2CC3(CC(C)(C)NC(=O)N3)Oc3cc(O)ccc32)cc1 (stereo not given)	?	5.3%	?
COc1ccc(-c2nnc(SCC(=O)O)n2C)cc1OC	21.4%	2.7%	6.4%
Cc1nc(-c2ccc(C(F)(F)F)cc2)sc1C(=O)NN	?	-2.6%	?
Cc1ccc(S(=O)(=O)c2c(N)n(Cc3ccco3)c3nc4ccccc4nc23)cc1	18.4µM*	0.0%	?
O=C(Cc1nnc(NC(=O)Nc2ccc(F)cc2)s1)NCc1ccccc1	-22.7%	-0.6%	-26.3%
CCN(CC(=O)NC(=O)NCc1ccccc1)CC(=O)Nc1cc(Cl)ccc1C	?	-1.8%[56.1 µM]	?
COc1cc(/C=C/C(=O)c2ccc(O)cc2)ccc1OCC#N	10.3µM*	2.8%	8.2µM*
NC(=O)c1ccc(OCC2CCCO2)cc1 (stereo not given)	-3.5%	5.5%	4.5%
COc1ccc(Nc2nc(N)c([N+](=O)[O-])c(NC3CCCCC3)n2)cc1	?	.	16.4µM*
CCCNC(=O)CSc1c(CCC)cnc2c1c(=O)n(C)c(=O)n2C	-5.9%	2.6%	-0.2%
COc1ccc(CC(=O)OCC(=O)N2CCCc3ccccc32)cc1OC	-9.9%	-13.4%[0.505 µM]	-13.8%
COc1ccc(C2=CSC3=NCCN23)cc1Br	?	.	14.4%
Cc1cc(C)n2nc(C(=O)OCCOc3ccc(F)cc3)nc2n1	5.1%	4.0%	-7.3%
CN(C)C(=O)c1ccc(-c2cc(NCc3cccs3)ncn2)cc1	-8.4%	.	-18.8%
CCCn1cc(S(=O)(=O)CC(=O)NC2CCCCC2)c2ccccc21	-21.0%	2.6%	-22.0%
